Screening results: PubChem, several laboratories
LEDGF integ inh: blocks HIV-1 LEDGF/p75-dependent DNA integration | TR-FRET IN-LEDGF/p75 DNA integration, Eu/Cy5 | inhibition, % at 3.7 µM | hit rate 0.64% among 370,000 | AID 743269;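 active = inhibition above the screen-wide mean plus 3 SD, cut at about 13% in these data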;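 also: signal is the Cy5 over europium emission ratio at 671 and 618 nm; 0% = plate median of compound wells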
MBD2 inh: inhibitors of human MBD2 binding to methylated oligonucleotide | Q9UBB5 | TR-FRET | inhibition, % at 4.4 µM | hit rate 0.31% among 370,000 | AID 686964; in the data active = inhibition above about 13%
PRMT1 inh: blocks human protein arginine methyltransferase 1. recombinant PRMT1, activity-based probe fluorescence polarization. Q99873. inhibition, % at 2.79 µM. hit rate 1.3% among 370,000;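 active = inhibition above about 21% made by adding two undisclosed values, limit read from the data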
Target sequence (Q99873 whole entry, looked up): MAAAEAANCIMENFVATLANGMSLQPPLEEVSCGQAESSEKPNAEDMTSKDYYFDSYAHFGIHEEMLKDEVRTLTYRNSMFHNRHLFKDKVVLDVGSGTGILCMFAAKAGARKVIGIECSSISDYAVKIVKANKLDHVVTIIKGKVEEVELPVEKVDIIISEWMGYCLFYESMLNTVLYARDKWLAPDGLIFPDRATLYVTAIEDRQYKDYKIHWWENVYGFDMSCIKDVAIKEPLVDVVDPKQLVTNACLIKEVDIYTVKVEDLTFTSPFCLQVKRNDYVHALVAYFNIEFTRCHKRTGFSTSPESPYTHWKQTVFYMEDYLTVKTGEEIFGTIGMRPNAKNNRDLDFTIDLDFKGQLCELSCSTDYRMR
TCR-CD3 inh: inhibitors of human TCR-CD3 interaction. TAMRA-labeled TCR probe fluorescence, biochemical. inhibition, % at 9.4 µM. hit rate 0.37% among 360,000; in the data active = inhibition above about 19%;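 also: recombinant mutant TCR 2C K166C tagged with TAMRA read by polarization; 0% = receptor in buffer alone and 100% = receptor with positive control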
PG9 Ab binder: small molecules binding HIV-1 gp120 antibody PG9; TR-FRET gp120-PG9 antibody binding; hit rate 0.43% among 360,000; inhibition, % at 6.7 µM; in the data active = inhibition above about 8.5%
UHRF1 binding: human UHRF1 methylated DNA binding inhibitors; Q96T88; UHRF1 binding to methylated oligo, TR-FRET; inhibition, % at 4.4 µM; hit rate 0.75% among 370,000; in the data active = inhibition above about 21%;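 also: UHRF1 SRA domain binding a hemimethylated CpG hairpin DNA probe; 0% = median of test compound wells and 100% = reference inhibitor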
mABHD4 FP: ABHD4 (mouse) inhibition, primary FP screen. purified mABHD4, FP-Rh probe fluorescence polarization. inhibition, % at 8.92 µM. hit rate 0.54% among 370,000;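 active = inhibition exceeding the mean over every tested compound plus 3 SD, cut at about 30% in these data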;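 also: 0% = plate median of compound wells and 100% = S159A mutant with DMSO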
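Assay system: mABHD4 protein; medium: HEPES pH 7.0, NaCl, Pluronic buffer; dosing: 8.92 µM, single dose; schedule: 45 min + 60 min at 25 °C; signal: FP readout, ex 525 nm / em 598 nm; read-out: normalized percent inhibition of probe labeling; repeats: single replicate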
Rev-erbA mod: Rev-erb alpha (human) modulation; activity, % at 10 µM; hit rate 0.79% among 370,000; P20393; Rev-erbα–FITC-DNA binding, fluorescence polarization, 90 min;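 active = activity above about 14%, limit read from the data; passing the limit was not always enough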;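 also: 0% = DMSO wells with 35 nM protein and 100% = DMSO wells with 750 nM protein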
HTRA1 inhibitor: blocks human HTRA1 serine peptidase; Q92743; recombinant HTRA1, FP-rhodamine activity-based probe, fluorescence polarization; inhibition, % at 5.96 µM; hit rate 0.5% among 340,000; in the data active = inhibition above about 36%;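 also: 0% = enzyme with DMSO and 100% = wells lacking enzyme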
Target sequence (Q92743 whole entry, looked up): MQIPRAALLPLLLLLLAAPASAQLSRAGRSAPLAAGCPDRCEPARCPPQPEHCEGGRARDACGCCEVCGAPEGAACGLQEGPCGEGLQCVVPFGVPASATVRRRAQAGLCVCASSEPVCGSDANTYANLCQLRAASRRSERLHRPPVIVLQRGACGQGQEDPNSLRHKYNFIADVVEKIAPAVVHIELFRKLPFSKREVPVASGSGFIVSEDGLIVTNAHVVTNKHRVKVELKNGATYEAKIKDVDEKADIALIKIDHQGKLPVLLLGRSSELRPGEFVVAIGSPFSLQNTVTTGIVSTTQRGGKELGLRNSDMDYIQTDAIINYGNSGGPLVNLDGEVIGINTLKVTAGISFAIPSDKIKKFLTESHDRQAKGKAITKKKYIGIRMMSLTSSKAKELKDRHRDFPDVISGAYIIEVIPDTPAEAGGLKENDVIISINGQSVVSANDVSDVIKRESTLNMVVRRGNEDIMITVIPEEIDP
rCAG binder: binds r(CAG) RNA repeats; r(CAG) RNA repeat, TO-PRO-1 dye displacement fluorescence; inhibition, % at 3 µM; hit rate 1.3% among 370,000; AID 651821;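 active = inhibition above the plate cutoff, the mean of all test compounds on that plate plus 3 SD, cut at about 35% in these data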;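 also: 0% = DMSO alone and 100% = 100 µM mitoxantrone as full dye displacement; higher means more dye released from RNA so lower well fluorescence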
An asterisk follows results filed as active; · = not tested or not shown; & = joins results of further samples. An excerpt (hit frequency here may not be typical).

SMILES	LEDGF integ inh	MBD2 inh	PRMT1 inh	TCR-CD3 inh	PG9 Ab binder	UHRF1 binding	mABHD4 FP	Rev-erbA mod	HTRA1 inhibitor	rCAG binder
O=C1NC(=O)N(Cc2ccc(F)cc2)C(=O)/C1=C\C=C\c1ccco1	30*	-4	20	-12	-0.7	5	-11	-3	1	52*
COc1cc(/C=C2/C(=O)NC(=O)N(c3ccccc3)C2=O)ccc1O	1	0	-2	3	-3.1	-2	7	2	0	3
O=C1NC(=O)C2(Cc3cc([N+](=O)[O-])ccc3N3CCN(C(=O)c4ccccc4)CC32)C(=O)N1 (stereo not drawn)	-1	-2	7	-3	1.7	-4	7	4	1	2
C#CC1(OC(=O)c2ccccc2)CC(C)N(C)CC1C (stereo not drawn)	2	-2	-4	-1	-1.6	0	-3	1	-14	-7
CCOP(=O)(OCC)c1cccc(OP(=O)(c2cccc([N+](=O)[O-])c2)c2cccc([N+](=O)[O-])c2)c1	4	0	-3	6	-2.0	-2	-3	0	·	-1
Cc1ccc(-n2c(O)c(C=NCCN3CCOCC3)c(=O)[nH]c2=O)cc1	0	1	-2	6	0.4	-2	-4	9	-2	2
COc1ccccc1N1CCN(C(CNC(=O)Oc2ccccc2)c2cccnc2)CC1 (stereo not drawn)	-1	-1	-2	-4	0.4	0	-2	5	-6	0
CC1(O)CCC2C3CCC4=CC(=O)CCC4(C)C34OC4CC21C (stereo not drawn)	1	2	1	11	-1.9	-1	2	-4	5	0
CC(=O)C1C2c3ccccc3OC1(C)N=c1s/c(=C/c3cn(C)nc3C)c(=O)n12 (stereo not drawn)	2	-1	-1	-4	-0.8	0	5	-5	3	-1
C=C(C)CC1(CC)C(=O)NC(=S)NC1=O	20*	-1	-6	-1	-1.7	4	0	4	·	-2
COc1cccc(-n2c(O)c(C=NCCN3CCOCC3)c(=O)[nH]c2=O)c1	-1	-6	0	3	2.1	1	-2	-4	1	1
CN=C(SCC(=O)c1cccc(Cl)c1)c1c(O)n(C)c(=O)n(C)c1=O	2	1	6	5	-1.0	0	3	-1	1	-5
CC(C)OS(C)(=O)=O	2	-3	3	2	0.1	-1	-2	-2	5	1
CCCCCN1C(=O)c2ccccc2[C@@]2(C(=O)OCC)Cc3cc(OC)ccc3[C@@H]12	-2	-2	7	6	-0.1	-2	-9	-3	·	-1
CCCCC1(CCCC)C(=O)NC(=Nc2cccc(C)c2)NC1=O	0	3	2	6	-1.4	1	-16	-6	-7	8
C=CCn1c(O)c(/C=N/N2CCCCC2c2cccnc2)c(=O)[nH]c1=S (stereo not drawn)	1	1	-1	-25	0.9	-2	-12	-6	-2	3
C[C@]12CC[C@@H](O)CC1=CC(=O)C1C2CC[C@]2(C)C(=O)[C@H](O)CC12 (stereo partly drawn)	3	0	-2	3	-0.9	0	-2	0	-3	3
Cc1ccc(S(=O)(=O)N2CCN(C(=O)COC(=O)Cc3ccccc3)CC2)c(C)c1	-1	-1	-3	-5	-0.3	-1	-1	-9	-11	-9
COC(=O)C1=C(c2cccc(OC)c2OC)C[C@@H]2CC[C@H]1N2C(=O)N1CCOCC1	0	-5	0	-3	0.8	0	5	0	-3	-4
O=C(C(=O)N1CCOCC1)c1cn(Cc2ccccc2F)c2ccccc12	6	-4	-2	2	-1.8	-3	-1	1	0	-5
COC(=O)C1=C(c2ccc(OC(F)(F)F)cc2)C[C@@H]2CC[C@H]1N2C(=O)N1CCC(C)CC1	1	3	2	3	-1.4	5	-9	-1	-9	1
CC/C(=N\NC(=O)c1ccccc1)c1c(O)n(Cc2ccccc2)c(=O)[nH]c1=O	-1	1	1	21*	-1.2	-2	6	2	·	17
C=CC(C)C(C(=O)c1ccccc1)N(C)C (stereo not drawn)	2	3	-3	9	-0.5	0	-3	-1	6	-2
O=C(c1cccc(C(F)(F)F)c1)N1C[C@H]2C[C@@H](C1)c1cccc(=O)n1C2	-4	0	3	-10	-0.6	3	2	-3	2	-1
COc1ccc2c(c1)NP(=S)(c1ccccc1)N2C (stereo not drawn)	18*	-8	33*	2	-11	15	11	-19	7	10
C/C=C(\C)C(=O)N[C@@H](c1ccccc1)[C@@H](O)C(=O)O[C@H]1C[C@@]2(O)[C@@H](OC(=O)c3ccccc3)C3[C@](C)(C(=O)[C@H](OC(C)=O)C(=C1C)C2(C)C)[C@H](O)C[C@H]1OC[C@@]31OC(C)=O (stereo partly drawn)	-3	-5	-5	5	-1.0	0	0	-2	-18	6
CCC(c1nnnn1-c1ccc(OC)cc1)N1CCC2(CC1)C(=O)NCN2c1ccccc1 (stereo not drawn)	-2	-2	-5	2	-1.1	-1	2	-5	·	2
CC(NC(C)(C)C)C(=O)c1cccc(Cl)c1 (stereo not drawn)	0&2	3&-6	1&-5	8&-4	-2.2&0.9	-1&4	4&0	-4&5&6	2	-1&-1
O=C1NC2C(=CC(O)C(O)C2O)c2cc3c(cc21)OCO3 (stereo not drawn)	-2	-3	-3	-6	0.1	0	-4	2	5	0
O=C(Nc1ccc(Cl)cc1C(=O)c1ccccc1)c1ccc(Br)o1	-1	-3	-2	5	-1.7	-1	-3	-21	-10	-2
c1cncc(CNC2=NCCCCC2)c1	1	-1	-4	7	1.5	3	-1	0	-9	-2
CCOC(=O)C1CCN(C=C2C(=O)N(C)C(=S)N(C)C2=O)CC1	3	7	1	-5	3.1	11	7	6	-1	0
CSc1nnc(C2CCNCC2)n1C	0	2	4	2	-1.1	4	2	2	0	1
CSc1ncc(Br)c(N2CC2)n1	2	1	0	6	-0.5	0	4	1	-11	3
COc1ccc(/C=C2/C(=O)N(Cc3ccco3)C(=O)N(C(C)C)C2=O)cc1	33*	1	5	-13	-1.0	32*	-48	-10	-8	60*
O=C(Cc1ccc(Cl)c(Cl)c1)NCC1(N2CCOCC2)CCCCC1	-1	1	7	-4	-2.5	20	4	3	-3	-7
C[C@@H]1CN(C2CCC(C#N)(c3ccc(F)cc3)CC2)CC[C@]1(C(=O)O)c1ccccc1 (stereo partly drawn)	-2	8	7	3	1.2	3	-7	-2	2	6
COc1cc(O)c2c(c1)/C=C/C[C@H](O)[C@H](O)[C@@H](O)/C=C/C[C@H](C)OC2=O	1	4	2	·	·	1	-2	5	·	2
Cc1ccnc(-n2c(C)nc3ccccc3c2=O)c1	-1	-6	0	5	-0.9	-3	6	4	1	-2
CCc1ccc(-n2c(O)c(/C=N/N3CCCCC3c3cccnc3)c(=O)[nH]c2=O)cc1 (stereo not drawn)	2	-2	2	1	0.0	3	1	1	5	-3
Cc1ccccc1-n1c(-c2ccoc2)nc2ccccc2c1=O	3	4	7	-6	-1.2	1	-4	7	0	-4
Cc1ccc2c(c1)CNc1ccccc1O2	-2	-7	2	2	-0.9	2	-3	1	-4	2
CCCCCCN=Cc1c(O)n(C)c(=O)n(C)c1=O	0	-5	1	-2	-1.6	0	3	-13	0	-2
Cc1ccsc1C(=O)C1CCCN(Cc2ccc(-n3cccn3)cc2)C1 (stereo not drawn)	4	-5	-3	1	-0.8	0	-3	-2	-8	-7
C[C@]12CC[C@@H]3c4ccc(O)c(O)c4CC[C@H]3[C@@H]1CC[C@@H]2O	-1	8	35*	11	1.1	1	30*	-3	28	17
CC/C(=N\NC(=S)Nc1ccccc1)c1c(O)[nH]c(=O)[nH]c1=O	3	-2	45*	-3	1.3	-1	7	8	-4	10
CN1CCc2cccc(Cl)c2CC1	-3	4	5	6	1.4	1	-4	2	-4	0
CC(=O)O[C@]1(c2ccccc2)CCN(C)[C@H]2CCCC[C@@H]21	0	0	0	-2	0.9	1	-1	8	13	0
Cc1sc2nc(COC(=O)Cc3ccccc3)[nH]c(=O)c2c1C	-2	-6	-2	4	-2.3	-2	-5	1	0	2
c1ccc(CCNCc2cccs2)cc1	-2	1	-4	7	-0.3	0	-4	0	-2	1
CCN(CC)c1ccc(/C=C2/C(=O)NC(=O)N(CC3CCCO3)C2=O)cc1 (stereo not drawn)	-1	2	7	-63	-0.7	-6	2	-3	2	-6
CCC(=O)N1CC(=O)Nc2ccc(Br)cc2C1c1ccccc1 (stereo not drawn)	-1	9	3	-1	-0.3	2	2	4	2	0
CCCCCc1nc2ccccc2c(=O)n1-c1ccc(Cl)cc1[N+](=O)[O-]	-6	1	1	-3	-0.3	8	-3	2	0	2
Cc1ccccc1NC1=NCCCS1	0	2	-2	4	-0.9	0	0	1	1	-1
Fc1ccc(CNCCc2ccccc2)cc1	4	7	10	-3	0.6	3	6	8	2	1
C=CCC1C(=O)NC(=S)NC1=O	1	-3	10	-9	-0.5	4	3	-3	2	-4
COc1ccccc1CCNCc1ccc(OC)c(OC)c1OC	3	2	-2	1	0.5	3	4	1	-6	-1
CC1CN(c2cc([N+](=O)[O-])ccc2Cl)CC(C)N1 (stereo not drawn)	-3	2	2	7	-1.5	-4	9	4	-3	1
CCOC(=O)C1(CCc2ccccc2)CCN(Cc2ccco2)CC1	-4	6	1	-2	-0.3	1	-8	2	7	-10
CCC(C)C(NC(=O)CCCNC(=O)CCC(=O)OC1O[C@H]2OC3(C)CC[C@H]4[C@H](C)CCC(C1C)C24OO3)C(=O)O (stereo partly drawn)	0	-1	-1	2	-0.6	-2	-2	-1	-4	2

Compounds from the list above that have bromine, in the order listed:
SMILES	LEDGF integ inh	MBD2 inh	PRMT1 inh	TCR-CD3 inh	PG9 Ab binder	UHRF1 binding	mABHD4 FP	Rev-erbA mod	HTRA1 inhibitor	rCAG binder
O=C(Nc1ccc(Cl)cc1C(=O)c1ccccc1)c1ccc(Br)o1	-1	-3	-2	5	-1.7	-1	-3	-21	-10	-2
CSc1ncc(Br)c(N2CC2)n1	2	1	0	6	-0.5	0	4	1	-11	3
CCC(=O)N1CC(=O)Nc2ccc(Br)cc2C1c1ccccc1 (stereo not drawn)	-1	9	3	-1	-0.3	2	2	4	2	0

(listing goes on)
SMILES	LEDGF integ inh	MBD2 inh	PRMT1 inh	TCR-CD3 inh	PG9 Ab binder	UHRF1 binding	mABHD4 FP	Rev-erbA mod	HTRA1 inhibitor	rCAG binder
FCCN(CCF)c1cccc(Cl)c1	-2	2	0	4	-1.6	-2	7	0	·	-2
O=C1C=C2c3ccccc3CC(C(=O)O)C2CC1 (stereo not drawn)	-1	-4	6	-4	-0.7	0	19	-4	·	1
O=C1NCCCCC1(Cl)Cl	-5	-1	-5	-10	1.6	3	-2	-6	-5	-1
CCCCn1c(O)c(C(C)=NCC2CCCO2)c(=O)[nH]c1=O (stereo not drawn)	0	-2	0	2	-3.3	0	4	1	4	-2
C=C1C[C@]2(O)[C@@]3(C)CCC(=O)C(C)(C)C3=C(O)C(=O)[C@@]2(C)[C@@H]2C(=O)O[C@@](C)(C(=O)OC)C(=O)[C@@]12C	-2	3	2	-5	-1.9	2	2	6	0	7
Cc1[nH]c2ccccc2c1C(=O)CN1CC=C(c2ccccc2)CC1	-4	-5	3	-1	-1.2	0	-1	-1	-10	-2
Cn1c(O)c(C=NC2C(=O)C3(C)CCC2C3(C)C)c(=O)n(C)c1=O (stereo not drawn)	0	-2	-1	-2	-2.9	6	5	1	4	-2
CCOC(=O)c1c(C)[nH]c(C)c1C(=O)C(Cc1ccccc1)N(C)C (stereo not drawn)	-7	-6	-1	4	0.4	-1	-1	0	-1	-1
CCC1(c2cccc(O)c2)CCCCN(C)C1 (stereo not drawn)	0	-3	-1	-7	1.2	-2	2	4	-1	1
